Tcruzi prolif = inhibitors of T. cruzi proliferation | T. cruzi beta-gal in NIH3T3, GalScreen luminescence, 90 h | inhibition, % at 8.34 µM | hit rate 5.9% among 77,000 | AID 624255;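 active means mean inhibition above about 93%, with at least 55% of replicates each passing it, limit read from the data, passing the limit was not always enough; inconclusive means only one of those two conditions holds; inactive means neither condition holds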
C diff growth = blocks growth of Clostridium difficile; AID 1259249; hit rate 0.25% among 86,000; Clostridium difficile clinical isolate growth, OD600, 24 h; hits give low values; growth activity, negative = inhibition, % at 16 µg/mL (by protocol);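 active means mean growth activity at or below -80% and every replicate also at or below -80%; inconclusive means mean at or below -80% but some replicate above -80%; inactive means mean growth activity above -80%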;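 further: 0% = DMSO wells and -100% = levofloxacin 16 µg/mL wells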
KDM4C inh = blocks human GASC-1 (KDM4C) demethylase activity; Q9H3R0; GST-KDM4C 2-372, H3K9me3 peptide, LANCE TR-FRET; inhibition, % at 12.5 µM; hit rate 0.15% among 96,000; AID 720574;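 active means mean replicate inhibition above about 25%, with at least 55% of replicates also reaching it, limit read from the data, passing the limit was not always enough; inconclusive means only one of those two conditions met; inactive means neither condition met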
Target sequence (Q9H3R0 2-372 limits assumed): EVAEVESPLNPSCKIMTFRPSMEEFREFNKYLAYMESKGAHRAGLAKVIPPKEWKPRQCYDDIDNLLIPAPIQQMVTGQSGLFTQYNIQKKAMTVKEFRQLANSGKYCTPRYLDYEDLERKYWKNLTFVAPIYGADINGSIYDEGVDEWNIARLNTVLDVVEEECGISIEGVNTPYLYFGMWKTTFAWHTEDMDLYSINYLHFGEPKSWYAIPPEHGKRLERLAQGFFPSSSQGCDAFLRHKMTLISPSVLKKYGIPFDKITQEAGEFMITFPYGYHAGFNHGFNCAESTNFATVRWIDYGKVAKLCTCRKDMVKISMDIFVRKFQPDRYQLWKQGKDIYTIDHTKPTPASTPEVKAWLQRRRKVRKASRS
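System – N-terminal GST-fused human GASC-1 (KDM4C) fragment, residues 2-372 · Input – enzyme final amount 10 nM · Technique – LANCE TR-FRET, Eu antibody, ULight-streptavidin, EDTA, ex 340 nm, em 618/671 nm · Medium – HEPES buffer, pH 7.5, plus ascorbate · Incubation – enzyme reaction 30 min, then detection 60 min, both room temperature · Reagent – H3K9me3 peptide with Fe(II)/2OG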
Pf Dd2 growth = inhibitors of Plasmodium falciparum Dd2 growth. hit rate 2.3% among 94,000. activity change, % at 10 µM. P. falciparum Dd2 growth, SYBR Green, 72 h; hits give low values. AID 1159554; in the data active means activity change below about -80%; inconclusive means no clear call, values can overlap the other calls
An asterisk follows results filed as active; ? = inconclusive; nt = no result given; & = joins results of further samples.

Start of the data: the first 3 entries, ahead of the listing:
structure | Tcruzi prolif | C diff growth | KDM4C inh | Pf Dd2 growth
COc1ccccc1CN(C)C[C@@H]1OCc2cn(nn2)CCCC(=O)N([C@H](C)CO)C[C@H]1C | -16 | 7 | -0.3 | -9
COc1ccc(NC(=O)Nc2ccc3c(c2)CC(=O)N([C@H](C)CO)C[C@H](C)[C@H](CN(C)S(C)(=O)=O)O3)cc1 | 18 | -1 | -0.5 | 10
Cc1noc(C)c1NC(=O)Nc1ccc2c(c1)CC(=O)N([C@H](C)CO)C[C@H](C)[C@@H](CN(C)CC1CCCCC1)O2 | 17 | -5 | -1.0 | 37

All compounds of this part, repeating the preview:
structure | Tcruzi prolif | C diff growth | KDM4C inh | Pf Dd2 growth
COc1ccccc1CN(C)C[C@@H]1OCc2cn(nn2)CCCC(=O)N([C@H](C)CO)C[C@H]1C | -16 | 7 | -0.3 | -9
COc1ccc(NC(=O)Nc2ccc3c(c2)CC(=O)N([C@H](C)CO)C[C@H](C)[C@H](CN(C)S(C)(=O)=O)O3)cc1 | 18 | -1 | -0.5 | 10
Cc1noc(C)c1NC(=O)Nc1ccc2c(c1)CC(=O)N([C@H](C)CO)C[C@H](C)[C@@H](CN(C)CC1CCCCC1)O2 | 17 | -5 | -1.0 | 37
O=C(C[C@@H]1CC[C@H]2[C@@H](COC[C@@H](O)CN2C(=O)c2ccc3c(c2)OCO3)O1)NC1Cc2ccccc2C1 | -11 | 3 | -1.6 | 1
CC(C)NC(=O)N1CCCCN2[C@H](CO)[C@@H](c3ccc(C#Cc4ccccc4)cc3)[C@H]2C1 | 103* | 32 | -1.8 | -2
O=C(Nc1cccc(F)c1)N1C[C@@H]2[C@H](c3ccccc31)[C@H](CO)N2C(=O)c1cccnc1 | 10 | 11 | 3.1 | 2
CC(C)NC(=O)N(C)C[C@@H]1OCc2cn(nn2)CCCC(=O)N([C@H](C)CO)C[C@H]1C | -36 | 1 | nt | -2
C[C@H](CO)N1C[C@H](C)[C@H](CN(C)Cc2ccc(-c3ccccc3)cc2)Oc2ccc(NC(=O)Cc3cn(C)c4ccccc34)cc2CC1=O | 55 | -1 | -4.2 | -58
COCC(=O)Nc1ccc2c(c1)OC[C@H](C)N(Cc1cccc(F)c1)C[C@H](C)[C@H](OC)CN(C)C2=O | -3 | nt | 2.3 | -24
C[C@@H](NC(=O)C[C@@H]1C[C@H]2c3cc(NC(=O)C4CCC4)ccc3O[C@H]2[C@@H](CO)O1)c1ccccc1 | -32 | 0 | -0.3 | 4
O=C(C[C@@H]1CC[C@H]2[C@@H](COC[C@@H](O)CN2Cc2ccccc2F)O1)N[C@H]1CCN(Cc2ccccc2)C1 | 32 | nt | -1.4 | -29
C[C@H](CO)N1C[C@H](C)[C@@H](CN(C)C)OCc2cnnn2CCCC1=O | -9&-1 | -1 | -1.4 | 12&14
COC(=O)c1ccc(CN2CC(=O)N3[C@H](CO)[C@H](c4ccc(Br)cc4)[C@H]3C2)cc1 | nt | 37 | -3.5 | 9
Cc1ccc(S(=O)(=O)Nc2ccc3c(c2)C(=O)N([C@@H](C)CO)C[C@H](C)[C@H](CN(C)C(=O)Cc2ccccc2)OCCCC[C@H](C)O3)cc1 | 58 | nt | -0.9 | -63
CNC[C@@H]1OCc2cn(nn2)CCCC(=O)N([C@H](C)CO)C[C@@H]1C | -1 | -1 | -2.8 | -3
CC=Cc1ccc2n(c1=O)C[C@H]1[C@H](CO)[C@@H](C(=O)NCC)[C@@H]2N1Cc1nccs1 (mixture of isomers) | 64 | 2 | 0.2 | -7
O=C(c1ccncc1)N1CC[C@H]2[C@H](CO)Nc3ccc(Br)cc3[C@H]21 | 71 | 7 | 0.9 | 26
C[C@@H]1CN([C@@H](C)CO)C(=O)c2cc(NC(=O)Nc3cccc4ccccc34)ccc2O[C@H]1CN(C)S(=O)(=O)c1ccc(F)cc1 | 26 | -12 | -1.0 | -18
COc1ccc(NC(=O)N(C)C[C@@H]2Oc3c(NC(=O)Nc4ccccc4)cccc3C(=O)N([C@@H](C)CO)C[C@H]2C)cc1 | 19 | -6 | 5.4 | -25
C[C@H]1CN([C@@H](C)CO)S(=O)(=O)c2ccc(C3=CCCCC3)cc2O[C@@H]1CN(C)C(=O)Cc1cccnc1 | 86 | -8 | 0.2 | -32
CC(=O)N(C)C[C@H]1OCc2ccccc2-c2ccccc2C(=O)N([C@@H](C)CO)C[C@H]1C | -27 | -6 | 1.5 | 40
COc1ccc(S(=O)(=O)N(C)C[C@@H]2Oc3ccc(NC(=O)Cc4ccccc4)cc3C(=O)N([C@@H](C)CO)C[C@@H]2C)cc1 | nt | 0 | -1.9 | -24
COc1ccc(S(=O)(=O)Nc2ccc3c(c2)CC(=O)N([C@@H](C)CO)C[C@H](C)[C@H](CN(C)C(=O)Nc2ccc(F)cc2)O3)cc1 | 2 | -2 | 11 | 28
O=C(Cc1ccccn1)N[C@@H]1CC[C@@H](CCn2cc(-c3ccc(F)cc3)nn2)O[C@H]1CO | nt | -7 | -0.5 | -14
COc1ccc(NC(=O)N2CC(=O)N3[C@H](C2)[C@@H](c2ccc(Br)cc2)[C@@H]3CO)cc1 | nt | 4 | 0.1 | 22
C[C@H](CO)N1C[C@H](C)[C@H](CN(C)S(=O)(=O)c2ccc(F)cc2)Oc2ccc(NC(=O)NC3CCCCC3)cc2CC1=O | 61 | 5 | 0.0 | -22
COc1ccccc1CNC(=O)C[C@H]1CC[C@@H]2[C@H](COc3ccc(NC(C)=O)cc3C(=O)N2C)O1 | -18 | -5 | -3.0 | 1
Cc1ccccc1S(=O)(=O)N[C@@H]1CC[C@H](CCn2cc(-c3ccccc3)nn2)O[C@@H]1CO | 20 | -5 | 1.3 | -23
COc1ccc(NC(=O)Nc2ccc3c(c2)C(=O)N([C@@H](C)CO)C[C@H](C)[C@H](CN(C)C(=O)Cc2ccccc2)OCCCC[C@@H](C)O3)cc1 | 21 | 10 | 1.4 | -75
CC(C)CC#Cc1ccc2c(c1)O[C@H](CN(C)C(=O)Cc1ccccc1)[C@H](C)CN([C@H](C)CO)S2(=O)=O | 125* | 22 | -0.2 | -46
C[C@H]1CN([C@@H](C)CO)C(=O)Cc2cc(NC(=O)Nc3ccc(C(F)(F)F)cc3)ccc2O[C@@H]1CN(C)S(=O)(=O)c1ccc(F)cc1 | 35 | nt | 0.7 | -18
C/C=C/c1cnc2c(c1)C(=O)N([C@H](C)CO)C[C@@H](C)[C@H](CN(C)S(=O)(=O)c1ccc(OC)cc1)O2 | 14 | -3 | -0.7 | -22
O=C(C[C@@H]1C[C@@H]2c3cc(NC(=O)Cc4ccncc4)ccc3O[C@@H]2[C@H](CO)O1)NCc1cccc(F)c1 | -23 | 3 | 0.7 | 20
C[C@H]1CN([C@@H](C)CO)C(=O)c2cc(NC(=O)Nc3ccc4c(c3)OCO4)ccc2O[C@H]1CN(C)C(=O)Nc1ccccc1 | 24 | -10 | 0.9 | 28
C[C@@H]1CN([C@H](C)CO)C(=O)c2cc(C#CCc3ccccc3)cnc2O[C@H]1CN(C)Cc1ccc(C(=O)O)cc1 | nt | -6 | -0.9 | -17
CN1C(=O)c2cc(NC(=O)c3cnccn3)ccc2OC[C@@H]2O[C@H](CC(=O)O)CC[C@@H]21 | 9 | 7 | 0.2 | 1
COc1ccccc1NC(=O)N[C@H]1CC[C@@H](CCn2cc(-c3ccccc3OC)nn2)O[C@H]1CO | 113* | 5 | nt | -3
C[C@@H]1CCCCO[C@H](CN(C)Cc2ccccc2)[C@@H](C)CN([C@@H](C)CO)C(=O)c2cc(NC(=O)NC3CCCCC3)ccc2O1 | 14 | 5 | 0.6 | -66
CO[C@H]1CN(C)C(=O)c2cc(NC(=O)c3ccccc3)ccc2OC[C@@H](C)N(CC2CC2)C[C@@H]1C | -32 | 1 | -0.4 | -26
C[C@@H]1CCCCO[C@@H](CN(C)C)[C@@H](C)CN([C@H](C)CO)C(=O)c2cc(NC(=O)c3ccncc3)ccc2O1 | 26 | -1 | 0.7 | 11
O=C(C[C@@H]1CC[C@H]2[C@@H](COC[C@@H](O)CN2C(=O)c2ccccc2)O1)Nc1ccc(-c2ccccc2)cc1 | 50 | 2 | -1.4 | -29
C[C@H](CO)N1C[C@H](C)[C@H](CN(C)Cc2ccc(Oc3ccccc3)cc2)Oc2ccc(NC(=O)Cc3cn(C)c4ccccc34)cc2CC1=O | 36 | 9 | -0.6 | -83*
COc1ccc2c3c(n(C)c2c1)[C@H](CO)N(C(=O)Nc1ccccc1F)CC31CN(C(C)=O)C1 | nt | 0 | nt | 20
C[C@@H]1CCCCO[C@@H](CN(C)C(=O)Nc2cccc3ccccc23)[C@@H](C)CN([C@@H](C)CO)C(=O)c2cc(NC(=O)Nc3cccc4ccccc34)ccc2O1 | 26 | nt | -0.3 | -83*
Cc1ccc(S(=O)(=O)Nc2ccc3c(c2)C(=O)N([C@H](C)CO)C[C@@H](C)[C@@H](CN(C)Cc2ccc4c(c2)OCO4)OCCCC[C@@H](C)O3)cc1 | ? | -2 | -1.7 | -74
O=C(C[C@H]1CC[C@H]2[C@@H](COC[C@@H](O)CN2C(=O)Nc2ccc(F)cc2)O1)NCCc1ccccc1 | 5 | -3&-6 | -1.2 | -11
Cc1noc(C)c1NC(=O)N(C)C[C@@H]1Oc2c(NC(=O)Nc3ccc4c(c3)OCO4)cccc2C(=O)N([C@@H](C)CO)C[C@@H]1C | 91 | 1 | 1.1 | -7
COc1ccc(NC(=O)N[C@H]2CC[C@H](CCNC(=O)Nc3cc(F)ccc3F)O[C@@H]2CO)cc1 | -17 | -1 | 0.2 | 17
C[C@H](NC(=O)C[C@@H]1CC[C@@H]2[C@H](COC[C@H](O)CN2Cc2cc(F)ccc2F)O1)c1ccccc1 | 52 | 7&-15 | 0.8 | 1
C[C@@H]1CCCCO[C@H](CN(C)Cc2ccc(C(=O)O)cc2)[C@@H](C)CN([C@@H](C)CO)C(=O)c2cc(NC(=O)Nc3ccccc3)ccc2O1 | -48 | 3 | 0.3 | 32

Later entries:
molecule	Tcruzi prolif	C diff growth	KDM4C inh	Pf Dd2 growth
C[C@@H]1CN([C@@H](C)CO)C(=O)Cc2cc(NS(=O)(=O)c3cccs3)ccc2O[C@@H]1CN(C)Cc1ccncc1	23	-2	-0.9	5
COc1ccc(CN(C)C[C@@H]2OCCCC[C@H](C)Oc3ccc(NC(=O)Nc4cccc5ccccc45)cc3C(=O)N([C@@H](C)CO)C[C@@H]2C)cc1	?	-9	-1.5	?
COc1cccc(S(=O)(=O)N(C)C[C@H]2Oc3cc(C#CCN(C)C)ccc3S(=O)(=O)N([C@H](C)CO)C[C@@H]2C)c1	93	-3	2.6	-67
O=C(C[C@H]1CC[C@H]2[C@@H](COC[C@H](O)CN2C(=O)c2cnccn2)O1)NCc1ccccc1	37	nt	-0.7	-2
O=C(c1ccc2c(c1)OCO2)N1CC(=O)N2[C@H](CO)[C@H](c3ccc(C#Cc4ccccc4)cc3)[C@H]2C1	nt	10	-2.8	-82*
C[C@@H]1CN([C@@H](C)CO)C(=O)Cc2cc(NS(=O)(=O)c3cccs3)ccc2O[C@H]1CN(C)C(=O)Nc1cccc2ccccc12	38	2	5.4	-62
C[C@@H]1CN([C@H](C)CO)C(=O)c2cc(NC(=O)C3CCCCC3)ccc2O[C@@H](C)CCCCO[C@@H]1CN(C)C(=O)C1CCCCC1	32	0	-2.0	-65
CC(=O)N1[C@H](C(=O)N2CCCCC2)[C@@H](CO)[C@@H]2Cn3c(ccc(C4=CCCC4)c3=O)[C@@H]21	6	-2	2.4	4
C[C@@H]1CCCCO[C@@H](CN(C)C(=O)c2ccncc2)[C@@H](C)CN([C@H](C)CO)C(=O)c2cc(NC(=O)CCC(F)(F)F)ccc2O1	43	5	2.2	-13
COc1ccc(CN(C)C[C@@H]2Oc3c(NS(=O)(=O)c4ccc(F)cc4)cccc3C(=O)N([C@@H](C)CO)C[C@@H]2C)cc1	10	0	-0.2	12
CC(C)CC#Cc1ccc([C@H]2[C@@H](CO)N3C(=O)CN(S(=O)(=O)c4cccc(F)c4)C[C@@H]23)cc1	nt	8	-1.9	-47
CCCNC(=O)Nc1ccc2c(c1)C(=O)N(C)[C@H]1CC[C@H](CC(=O)NCC3CCCCC3)O[C@@H]1CO2	32	-3	-2.2	-32
COCCNC(=O)[C@H]1[C@H](CO)[C@H]2Cn3c(ccc(-c4ccccc4OC)c3=O)[C@H]2N1C(=O)C1CCC1	nt	-5	-1.5	17
CCCNC(=O)N1C[C@@H]2[C@H](c3ccccc31)[C@@H](CO)N2C(=O)NCCC	11	4	-0.4	8
C[C@H]1CN([C@@H](C)CO)S(=O)(=O)c2ccc(-c3ccccc3)cc2O[C@H]1CN(C)C(=O)c1ccccc1F	63	8	-2.2	-51
O=C(Nc1cccc(Cl)c1)N1C[C@H]2[C@@H](c3ccccc31)[C@@H](CO)N2C(=O)C1CCCC1	-12	4	-0.5	-12

Compound activity (PubChem)

Rows are unselected; any-hit rate near 7.3%.
